Compound activity deposited in PubChem by several laboratories.
SIAE primary – inhibitors of human sialic acid acetylesterase SIAE | AID 1053197 | actives 0.69% (n = 370,000) | inhibition, % at 9.66 µM | SIAE FP-Rh probe binding, fluorescence polarization | Q9HAT2;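 active = inhibition above a cutoff: mean of compounds within the control limits plus 3 SD of those, cut at about 17% in these data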;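 also: 0% = plate median of compound wells and 100% = probe without SIAE protein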
TDP2 absorb – blocks human TDP2 phosphodiesterase activity; O95551; recombinant TDP2, T5PNP hydrolysis, p-nitrophenol absorbance 415 nm; inhibition, % at 12.8 µM; actives 0.34% (n = 370,000);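 active = inhibition above the mean of all tested compounds plus 3 SD, set per campaign, cut at about 25% in these data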;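 also: 0% = DMSO with enzyme and 100% = buffer with substrate but no TDP2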
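Test system: human TDP2 enzyme; Input: 120 nM TDP2 per well; Buffer or medium: Mg2+-containing Tris-HCl buffer, pH 7.5; Reagent: 5 mM T5PNP; Dosing: 12.8 µM single point, 1% DMSO; Incubation: reaction 2 h, 37 °C; Detection: p-Nitrophenol epi absorbance; Read-out: % inhibition relative to enzyme-containing and enzyme-free wells; Replicates: single well per compound.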
PRMT1 inh – inhibitors of human PRMT1 | Q99873 | recombinant PRMT1, activity-based probe fluorescence polarization | inhibition, % at 2.79 µM | actives 1.3% (n = 370,000);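 active = inhibition above about 21% made by adding two undisclosed values, limit read from the data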
HTRA1 inh – inhibitors of human serine peptidase HTRA1; AID 504803; inhibition, % at 5.96 µM; actives 0.5% (n = 340,000); recombinant HTRA1, FP-rhodamine activity-based probe, fluorescence polarization; Q92743; in the data active = inhibition above about 36%;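 also: 0% = enzyme with DMSO and 100% = wells lacking enzyme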
Target sequence (Q92743 whole entry, looked up): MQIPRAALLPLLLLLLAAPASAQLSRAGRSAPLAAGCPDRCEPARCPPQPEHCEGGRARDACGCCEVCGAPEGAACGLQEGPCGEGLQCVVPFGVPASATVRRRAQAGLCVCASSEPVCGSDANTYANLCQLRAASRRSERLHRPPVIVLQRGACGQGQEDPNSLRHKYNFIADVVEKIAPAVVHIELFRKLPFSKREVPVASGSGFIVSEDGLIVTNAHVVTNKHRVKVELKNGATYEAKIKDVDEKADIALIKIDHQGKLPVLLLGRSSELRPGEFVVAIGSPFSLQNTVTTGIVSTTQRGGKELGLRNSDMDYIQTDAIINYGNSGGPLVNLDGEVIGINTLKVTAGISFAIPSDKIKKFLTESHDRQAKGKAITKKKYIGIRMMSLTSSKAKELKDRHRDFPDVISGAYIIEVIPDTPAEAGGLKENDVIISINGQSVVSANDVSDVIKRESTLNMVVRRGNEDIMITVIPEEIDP
LEDGF integ inh – blocks HIV-1 LEDGF/p75-dependent DNA integration; TR-FRET IN-LEDGF/p75 DNA integration, Eu/Cy5; inhibition, % at 3.7 µM; actives 0.64% (n = 370,000);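 active = inhibition above the screen-wide mean plus 3 SD, cut at about 13% in these data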;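 also: signal is the Cy5 over europium emission ratio at 671 and 618 nm; 0% = plate median of compound wells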
rCAG binder – molecules binding r(CAG) RNA repeats; r(CAG) RNA repeat, TO-PRO-1 dye displacement fluorescence; inhibition, % at 3 µM; actives 1.3% (n = 370,000);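 active = inhibition above the plate cutoff, the mean of all test compounds on that plate plus 3 SD, cut at about 35% in these data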;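 also: 0% = DMSO alone and 100% = 100 µM mitoxantrone as full dye displacement; higher means more dye released from RNA so lower well fluorescence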
TCR CD3 inh – human TCR-CD3 binding inhibition. TAMRA-labeled TCR probe fluorescence, biochemical. inhibition, % at 9.4 µM. actives 0.37% (n = 360,000). AID 651800; in the data active = inhibition above about 19%;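 also: recombinant mutant TCR 2C K166C tagged with TAMRA read by polarization; 0% = receptor in buffer alone and 100% = receptor with positive control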
MBD2 DNA inh – MBD2-methylated oligo binding inhibition | Q9UBB5 | TR-FRET, MBD2 binding to methylated oligonucleotide | inhibition, % at 4.4 µM | actives 0.31% (n = 370,000) | AID 686964; in the data active = inhibition above about 13%
Target sequence (Q9UBB5 whole entry, looked up): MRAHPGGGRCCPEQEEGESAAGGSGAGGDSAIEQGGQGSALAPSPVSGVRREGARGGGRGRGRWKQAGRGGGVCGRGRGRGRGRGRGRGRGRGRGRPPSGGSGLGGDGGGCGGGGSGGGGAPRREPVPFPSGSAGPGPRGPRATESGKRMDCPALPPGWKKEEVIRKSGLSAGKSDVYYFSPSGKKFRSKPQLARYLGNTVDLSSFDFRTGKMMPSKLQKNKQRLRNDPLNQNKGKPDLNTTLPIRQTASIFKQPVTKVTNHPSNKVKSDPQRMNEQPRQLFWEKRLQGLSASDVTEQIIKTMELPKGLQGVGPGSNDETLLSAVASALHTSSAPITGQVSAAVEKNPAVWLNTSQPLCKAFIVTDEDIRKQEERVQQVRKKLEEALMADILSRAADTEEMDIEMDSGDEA
ABHD4 inh – inhibits mouse alpha/beta hydrolase domain 4; purified mABHD4, FP-Rh probe fluorescence polarization; AID 720543; Q8VD66; inhibition, % at 8.92 µM; actives 0.54% (n = 370,000);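 active = inhibition exceeding the mean over every tested compound plus 3 SD, cut at about 30% in these data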;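 also: 0% = plate median of compound wells and 100% = S159A mutant with DMSO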
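system = mouse ABHD4 enzyme, wild type | medium = HEPES pH 7.0, NaCl, Pluronic buffer | also added = FP-Rh probe | incubation = Enzyme–compound pre-incubation 45 min, then probe 60 min, both 25 °C | technique = fluorescence polarization, excitation 525 nm, emission 598 nm, BODIPY TMR filters | controls = S159A mutant high control, sample median low control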
NPR2 activator – GC-B (human) receptor activation; HEK293-GC-B cells, CNP EC30, cGMP TR-FRET; 0% at EC30 CNP, 100% saturating CNP; activation, % at 10 µM; actives 0.11% (n = 370,000);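 active = activation at 10 µM reaching about 35% in either raw or pattern-adjusted values, limit read from the data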
An asterisk follows results filed as active; · = no result given. Some of the compounds tested. The share of hits here may be higher or lower than overall.

SMILES	SIAE primary	TDP2 absorb	PRMT1 inh	HTRA1 inh	LEDGF integ inh	rCAG binder	TCR CD3 inh	MBD2 DNA inh	ABHD4 inh	NPR2 activator
Cc1ccc(Cn2cc(C(=O)c3ccc(F)cc3)c(=O)c3cc4c(cc32)OCCO4)cc1	7	1	-4	-11	1	4	4	-3	2	38*
OCCn1c(SC2CCCCC2)nc2ccccc21	0	3	1	4	0	0	0	-2	-7	5
CCOC(=O)C1=C(CS(=O)(=O)c2ccccc2)NC(=O)NC1c1cccc(OC)c1 (stereo not given)	2	17	1	-3	0	2	5	1	1	-7
CC1C(=O)C(C)(C)C(=O)OC1c1ccccc1 (stereo not given)	4	-4	-7	13	4	0	3	-4	-6	-8
CCN(CC)c1ccc(NC(=O)c2cc(Cl)ccc2OC)cc1	8	1	9	2	-2	4	-2	1	20	-2
C[C@@]12CC(=O)NC1N(C(=O)c1ccccc1)C(c1ccccc1OC(=O)c1ccccc1)C2 (stereo not given in full)	2	1	-1	4	0	-7	-3	0	3	-6
FC(F)(F)c1ccccc1Cc1c(-c2ccco2)nc2ccc(Br)cn12	-10	11	36*	·	1	39*	2	0	8	14
COc1cccc(CN2CC(C(=O)N3CCCO3)CCC2=O)c1 (stereo not given)	-2	-13	0	2	-4	-4	5	3	1	-2
O=C(c1ccccc1)C1CCc2occc2C1=O (stereo not given)	0	-11	-1	-1	0	3	7	-3	3	2
N#Cc1ccc(NC(=O)CN2C(=O)NC(Cc3ccccc3)C2=O)cc1 (stereo not given)	-3	-2	-1	-5	0	-3	1	8	6	3
NC(=O)c1ccc2nc(-c3ccccc3)c(-c3ccccc3)nc2c1	9	19	-4	1	-2	1	-7	-4	2	-13
CC(=O)C1CCC2C3CC(C)C4(O)CC(=O)CCC4(C)C3C(O)CC12C (stereo not given)	10	-1	1	5	-2	-2	-4	3	7	-2
COc1ccccc1NC(=O)NNC(=O)COc1ccc2ccccc2c1	5	1	-3	-3	1	5	4	-2	-3	3
CN(C)/C=C/C(=O)c1ccc([N+](=O)[O-])c(CS(=O)(=O)c2ccc(Cl)cc2)c1	2	-18	2	-9	2	31	7	-1	0	6
COc1ccccc1Nc1nc(N)nc(CSc2nccn2C)n1	1	-2	1	0	-1	-4	4	3	0	6
N#Cc1ccc(NC(=O)OC2CC3CC2[C@H]2CCCCN2[C@H]3Cc2ccccc2)cc1 (stereo not given in full)	-2	-2	-2	·	0	7	·	2	2	1
O=C(CN(C(=O)CSc1nnc(COc2ccccc2)o1)c1ccc(F)cc1)NC1CCCC1	2	0	4	-4	-5	-3	-5	6	0	7
C=CCCN1[C@@H](Cc2ccccc2)COc2ccccc2S1(=O)=O	1	-1	-2	·	-2	2	4	-4	-1	-4
COc1cc(SC)ccc1C(=O)OCC(=O)NCC(C)C	-6	-5	0	-13	1	-2	3	-4	-4	-1
Cc1cc(C)c(C)c(OCCNCc2ccccc2)c1	3	-3	3	1	1	-3	-10	8	10	-3
COC(=O)[C@]12C[C@H](CC(=O)NCCC(C)C)C(=O)N(Cc3ccc4c(c3)OCO4)C1=C[C@H](COCc1ccccc1)O[C@@H]2C	2	-3	-1	·	-1	4	7	-6	-6	-2
O=C(CCn1c(=O)[nH]c2ccccc2c1=O)Nc1ccccc1	-5	6	1	7	-1	-3	7	2	-3	-7
O=C(Nc1ccccc1OC(F)F)c1ccccc1	3	3	0	3	0	1	4	5	-7	3
O=c1[nH]c(SCc2ccccc2Cl)nc2c1CCC2	0	0	0	-3	0	-1	-2	2	-1	0
O=C(O)[C@@H]1CCCN1C(=O)CCc1c[nH]c2ccccc12	1	25*	-1	-1	-2	0	-1	0	8	8
O=C(CCCOc1ccccc1)Nc1cc(S(=O)(=O)N2CCOCC2)ccc1N1CCOCC1	-2	-6	-2	2	1	3	4	-3	-1	3
CCc1cccc(N=c2c([N+](=O)[O-])nn(-c3ccc(Cl)cc3)n2O)c1	10	3	-1	6	-3	3	3	-3	9	7
Cc1ccc(S(=O)(=O)N2CCOCC2)cc1NC(=O)COc1ccc(-c2nnco2)cc1	-15	7	1	-4	-2	0	3	-2	-2	6
O=C(c1ccccc1)c1ncc(C(F)(F)F)cc1Cl	6	10	0	5	-2	2	1	4	0	-1
COC(=O)CN1C(=O)N/C(=C/c2ccccc2OC)C1=O	7	2	-4	-1	-2	0	5	-2	0	-3
c1ccc(CCC2CCCCN2Cc2nc(C3CC3)no2)cc1 (stereo not given)	-5	-5	3	-3	3	-9	1	-3	3	1
Cc1sc2ncnc(NC3CCN(Cc4ccccc4)CC3)c2c1C	0	0	-1	2	-7	-7	5	5	8	10
COc1ccccc1NS(=O)(=O)c1cc(NC(=O)CCC2CCCC2)ccc1N1CCOCC1	-6	0	5	-3	-4	4	-8	10	-11	-1
C=C(C)CN(Cc1ccccc1)C(=S)Nc1ccccc1	5	-8	1	-6	1	-1	4	-2	0	1
COc1cc(NC(=O)COc2ccc(C)c(C)c2)ccc1NC(=O)c1ccco1	-8	-14	-4	-30	-5	1	-1	-4	1	-2
Cc1ccc(S(=O)(=O)N2[C@@H](c3ccc(C(C)(C)C)cc3)C(C(=O)O)=CC[C@H]2c2ccc(Cl)c(Cl)c2)cc1	-14	0	4	-56	1	68*	0	0	16	0
Cc1[nH]n(C(N)=S)c(=O)c1N=Nc1ccc(S(=O)(=O)N2CCCCCC2)cc1	7	-14	1	6	0	27	9	-4	14	2
O=c1nc(-c2ccccc2)n(-c2ccccc2)[nH]1	2	6	0	2	1	2	6	2	1	0
COc1ccc2nc3cc(Cl)ccc3c(C#N)c2c1	3	-8	-1	1	3	10	5	2	-1	1
CNC(=O)c1c(NC(=O)c2ccc(S(=O)(=O)N3CCCCC3)cc2)sc2c1CCN(C(C)C)C2	4	-7	4	-6	-4	-6	-4	16*	-11	0
CCOCCCNC(=O)C1CCCN(S(=O)(=O)CC)C1 (stereo not given)	-10	1	0	0	0	-1	-1	-2	-5	-7
COC(=O)c1ccc(N(C(=O)CNC(=O)c2ccco2)C(C(=O)NCC2CCCO2)c2ccc(OC)c(OC)c2)cc1 (stereo not given)	-1	6	1	0	-4	-7	8	-2	5	1
COCCCN1C(=O)c2[nH]nc(-c3ccccc3O)c2C1c1ccc(Cl)cc1 (stereo not given)	3	-6	-1	-13	-1	-1	-5	0	-1	-18
CCC(CC)C(=O)Nc1cccc(C(=O)c2ccccc2)c1	3	3	-2	1	-1	-5	6	1	-5	-3
CCCCC(=O)NC(Nc1nc(C2CC2)cs1)(C(=O)OCC)C(F)(F)F (stereo not given)	-2	-6	-3	2	0	-8	1	-6	-5	-10

Filtered by structure: the compounds so far with fluorine (6)
SMILES	SIAE primary	TDP2 absorb	PRMT1 inh	HTRA1 inh	LEDGF integ inh	rCAG binder	TCR CD3 inh	MBD2 DNA inh	ABHD4 inh	NPR2 activator
Cc1ccc(Cn2cc(C(=O)c3ccc(F)cc3)c(=O)c3cc4c(cc32)OCCO4)cc1	7	1	-4	-11	1	4	4	-3	2	38*
FC(F)(F)c1ccccc1Cc1c(-c2ccco2)nc2ccc(Br)cn12	-10	11	36*	·	1	39*	2	0	8	14
O=C(CN(C(=O)CSc1nnc(COc2ccccc2)o1)c1ccc(F)cc1)NC1CCCC1	2	0	4	-4	-5	-3	-5	6	0	7
O=C(Nc1ccccc1OC(F)F)c1ccccc1	3	3	0	3	0	1	4	5	-7	3
O=C(c1ccccc1)c1ncc(C(F)(F)F)cc1Cl	6	10	0	5	-2	2	1	4	0	-1
CCCCC(=O)NC(Nc1nc(C2CC2)cs1)(C(=O)OCC)C(F)(F)F (stereo not given)	-2	-6	-3	2	0	-8	1	-6	-5	-10

(cont.)
SMILES	SIAE primary	TDP2 absorb	PRMT1 inh	HTRA1 inh	LEDGF integ inh	rCAG binder	TCR CD3 inh	MBD2 DNA inh	ABHD4 inh	NPR2 activator
COc1cccc(-c2ccc3c(c2)[C@@H]2C[C@H]4[C@@H](CN2CC3)[C@H](C)ON4C)c1	13	1	-4	·	4	4	1	0	1	-3
Cc1cccc(Nc2c([N+](=O)[O-])c(=O)oc3ccccc23)c1	-11	-9	-5	-1	5	5	0	-6	3	2
COCCCNC(=O)C1CC(=O)N(CCc2ccccc2)C1 (stereo not given)	3	5	-2	1	-1	-2	-4	-4	-1	7
COCCC(=O)NC12CC3CC(CC(C3)C1)C2	4	8	-1	-4	-2	2	6	-1	1	7
Cc1ccc(S(=O)(=O)c2cccc(S(=O)(=O)N3CCOCC3)c2)cc1S(=O)(=O)N1CCOCC1	-1	-1	0	4	-3	-1	7	4	7	3
Cc1ccc(OCC(=O)N(C)CC(=O)N(CC(C)C)c2c(N)n(CC(C)C)c(=O)[nH]c2=O)c(C)c1	0	-2	-2	7	2	-2	7	-4	4	1
Cc1cc(NS(=O)(=O)c2ccc(NC(=O)CSc3nnc(-c4ccco4)n3-c3ccc(Cl)cc3)cc2)nc(C)n1	-4	-6	5	·	-2	46*	·	4	-2	1
O=C(Nc1cc(S(=O)(=O)N2CCCCC2)ccc1N1CCCCC1)C1CC1	-4	-10	-4	-19	6	-4	-4	4	0	14
COC(=O)Cc1cc(=O)oc2cc(OC)ccc12	1	-6	-4	7	-1	-3	1	-1	-2	6
CCC(=O)NC(Nc1sc2c(c1C(=O)OC)CCN(C)C2)(C(F)(F)F)C(F)(F)F	-4	3	-4	1	0	-8	4	-1	0	1
COc1ccc2nc3c(cc2c1)c(NC(=O)c1cccs1)nn3CC(C)C	-6	-10	1	-72	0	4	-6	2	12	8
COc1ccccc1/C=C/C1C(C(=O)OCC(C)C)=C(C)N=C2SCCC(=O)N21 (stereo not given)	-3	-20	0	-29	4	1	-7	2	-13	-8
CCOc1cccc(C(=O)Nc2ccccc2OC(F)F)c1	0	-2	-1	-4	-2	0	3	-2	0	2
C/C(=N\NC(=O)c1c(Cl)cnn1C)c1cccc(NC(=O)C(C)C)c1	-2	-6	-1	4	-2	-1	4	-1	2	-2
COc1ccccc1/C=C/CN1CCC(Oc2ccc(C(=O)N3CCCC3)cc2)CC1	-7	-5	-1	0	-1	-7	2	-4	-4	-2
C=CCNC(=O)CNS(=O)(=O)c1ccc(F)cc1	-1	-15	5	4	3	-3	-9	2	-7	0
CC(C)Oc1ccccc1NC(=O)CSc1nc2ccccc2c(=O)n1C	1	-2	5	-12	1	-6	-9	-4	-8	-4
CCC(C)N(C(=O)COc1ccc(-c2nnco2)cc1)C1CCS(=O)(=O)C1 (stereo not given)	0	4	-7	1	1	-3	0	7	-1	5
COc1ccc(C(=O)C2CCCN(C(=O)c3ccnn3C)C2)c(C)c1 (stereo not given)	-1	16	-3	1	3	-5	-2	3	-4	-2
COC(=O)Nc1[nH]ncc1[N+](=O)[O-]	-2	-9	2	0	-5	-2	0	0	1	4
O=C(Nc1ccc(NC(=O)c2cc3ccccc3o2)cc1)c1ccco1	-24	-7	-1	-33	-1	1	-2	-4	-41	0
OCC1(Cc2cccc(Cl)c2)CCCN(Cc2ccc(F)c(F)c2)C1 (stereo not given)	-12	-8	5	-26	-5	-2	-5	-6	-8	-10
